PGC1a acetyl inh: inhibitors of PGC1a acetylation signal, primary screen, cell-based, U2OS, AlphaScreen, inhibitor mode; inhibition, % at 15.6 µM; 350,000 tested, 0.17% active; AID 651687, 2012; AlphaScreen anti-acetyl-lysine; with virally co-expressed GCN5 acetyltransferase;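 active = every replicate shows inhibition of at least 40%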;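 note: 0% = neutral control wells and 100% = positive control wells; some results beyond the cut were filed as inactive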
PAX8 inh HTS: inhibitors of PAX8-driven TPO luciferase reporter, primary screen, RMG-I cells, single concentration. SteadyGlo, 24 h. inhibition, % at 12.6 µM. 360,000 tested, 1.2% active. AID 652154, 2013;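 active = mean replicate inhibition at least 60% with every replicate also reaching 60%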;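 note: luciferase light reporting Pax8 driven TPO promoter activity; plate controls were median of neutral control wells for no effect and mitoxantrone controls for full effect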
LGR2 inh: inhibitors of bursicon-induced LGR2 CRE-luciferase signal, primary screen, cell-based, HEK293, CRE-luciferase reporter, bursicon stimulation | AID 720647, 2013 | inhibition, % at 9.99 µM | bursicon-stimulated, 4 h | 380,000 tested, 0.35% active | Drosophila bursicon receptor LGR2 (rickets);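 active = drop in luminescence signal, shown as inhibition above about 50% in the replicate tests, limit read from the data, passing the limit was not always enough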;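 note: agonist challenge used bursicon conditioned medium at about half maximal strength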
miR-122 sensor: miR-122 Renilla sensor signal increase in Huh7, primary screen, miR-122 inhibitor project, cell-based, single point, plate reader. Huh7 miR-122 Renilla luciferase sensor, 48 h; neutral wells = 0, positive control = 100. activation (reporter increase), % at 12.5 µM. 340,000 tested, 0.3% active. AID 602342, 2012;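 active = mean replicate activation score at least 90 and every replicate individually at or above 90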;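 note: higher luciferase means less miR-122 activity so hits act as miR-122 inhibitors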
EWS-Fli inh: EWS/Fli-driven NR0B1 reporter inhibitors, primary screen, A673 cells, NR0B1 luciferase, luminescence, MLPCN library. inhibition, % at 12.6 µM. 350,000 tested, 0.67% active. viability-normalised. AID 651661, 2012;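 active = mean inhibition of at least 50% after viability correction, with every replicate also passing that limit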;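 note: firefly luciferase signal divided by Alamar Blue viability fluorescence both relative to DMSO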
FN deposition inh: inhibitors of fibronectin matrix deposition, primary screen, AH1F cells, Alexa488-fibronectin fluorescence, plate reader | AH1F fibroblasts, overnight | inhibition, % at 12.6 µM | 350,000 tested, 0.086% active;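 active = mean inhibition across replicates of 30% or more, regardless of how many single replicates reach that level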;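 note: positive control wells lacked labelled fibronectin entirely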
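Material: AH1F fibroblast monolayer depositing Alexa488-labelled fibronectin into matrix | Input: 10000 AH1F cells/well | Medium: DMEM plus 2% serum, read in PBS | Reagent: Alexa488-fibronectin, 24 nM final in well | Compound dosing: One dose per compound, pinned | Schedule: 1 h adhesion, overnight exposure | Measured by: Fluorescence at 485 nm excitation, 525 nm emission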
Cneo AK release: Cryptococcus neoformans cell lysis inducers, primary screen, AK release luminescence, single concentration; C. neoformans lysis, adenylate kinase release luminescence, 4 h; normalised: neutral wells 0, clomiphene wells 100; lysis activity, % at 15 µM; 360,000 tested, 0.2% active;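 active = mean lysis activity across replicates of at least 80%, whatever share of replicates individually reach that level; inactive = mean lysis activity below 80%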
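Material – log-phase Cryptococcus neoformans yeast cells · Input – 5 × 10^6 yeast cells/mL · Medium – fresh YPD growth medium · Doses – single compound concentration per well · Timing – static 4 h at 37 °C with compound, 1 h detection · Detection – adenylate kinase release luminescence · Read-out – signal increase indicating cell lysis · Control set – Clomiphene as positive lysis control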
CASP6 VEID inh: human caspase-6 inhibitors, primary screen, biochemical, VEID-R110 fluorescence, single point, set 2 | inhibition, % at 12.5 µM | 350,000 tested, 0.53% active | AID 686996, 2013 | P55212 | purified caspase-6, Z-VEID-R110 cleavage fluorescence;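 active = mean inhibition across replicates at least about 35%, with every replicate also reaching that limit, limit read from the data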;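 note: 0% = median of neutral control wells and 100% = no fluorescence left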
Target sequence (P55212 24-179 limits assumed): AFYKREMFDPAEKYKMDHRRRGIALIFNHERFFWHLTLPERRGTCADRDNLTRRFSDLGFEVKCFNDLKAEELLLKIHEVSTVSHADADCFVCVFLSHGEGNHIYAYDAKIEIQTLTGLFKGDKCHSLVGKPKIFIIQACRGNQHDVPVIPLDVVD
Target sequence (P55212 194-293 limits assumed): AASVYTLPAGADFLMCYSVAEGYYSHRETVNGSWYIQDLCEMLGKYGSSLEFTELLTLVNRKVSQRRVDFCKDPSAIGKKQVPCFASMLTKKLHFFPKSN
* marks the source's active call; other numbers are inactive results; . = not tested or not shown; & = joins results of further samples; [ ] = dose if it differs, or a comment.

SMILES,EWS-Fli inh,miR-122 sensor,FN deposition inh,CASP6 VEID inh,PAX8 inh HTS,PGC1a acetyl inh,LGR2 inh,Cneo AK release
CC(=O)c1ccc2c(c1)C1C(Cl)C(Sc3ccccc3[N+](=O)[O-])CC1C(c1ccccc1)N2 (configuration not stated),.,44,-1,.,22,14,.,2
CCCC1=C(C(=O)OCC)C2(C(=O)Nc3ccc(C)cc32)C(C#N)=C(N)O1 (configuration not stated),.,-10,0,.,12,.,.,-1
O=C(NCC1=C(c2ccc3ccccc3c2)C[C@@H]2CC[C@H]1N2Cc1ccco1)c1ccncc1,6,-5,-5,-2,-2,8,-9,1
CCCCn1nnnc1C(CCSC)N1CCC2(CC1)C(=O)NCN2c1ccccc1 (configuration not stated),3,4,-3,0,8,-1,-10,-10
Cc1cc(OCC(=O)NC2CCS(=O)(=O)C2)c2c3c(c(=O)oc2c1)CCC3 (configuration not stated),.,0,-2,.,.,2,.,-1
COC(=O)C1=C(c2ccccc2)C[C@@H]2CC[C@H]1N2C(=O)NC(C)C,-8,-1,-8,-3,-14,-2,8,1
NCCCN1CCN(c2ccccc2)CC1,8,-2,-5,-43,17,-7,5,-6
C[C@@H]1O[C@@H](O[C@H]2C[C@@H](O)[C@]3(CO)[C@@H]4C(CC[C@]3(O)C2)[C@@]2(O)CC[C@H](C3COC(=O)C3)[C@@]2(C)C[C@H]4O)[C@H](O)[C@H](O)[C@H]1O (some centres not stated),72*,24,11,-1,86*,.,73*,-1
COC(/C(C)=C/C=C/C(C)=C/c1coc(C)n1)C(C)C1CC(O)C2(C)OC2C=CC(C)C2CC(CC(=O)O2)CC2OC2C(=O)O1 (configuration not stated),35,-1,2,10,1,9,.,.
O=C(CCc1ccccc1)N1C[C@H]2C[C@@H](C1)c1cccc(=O)n1C2,-3,-5,.,-1,.,7,-2,1
CCOC(=O)c1cccc(C2=C(CNC(C)=O)[C@H]3CC[C@@H](C2)N3Cc2ccccc2)c1,-7,7,-8,1,1,-2,3,-1
Nc1ccccc1C(=O)OCC(=O)Nc1ccc(Br)cc1F,.,.,4,.,.,-17,-21,3
CC(C)(C)c1cc(O)ccc1O,-5,.,15,-3,-1,.,12,.
CCCCn1c(=O)c(C=Nc2cc([N+](=O)[O-])ccc2OC)c(O)n(CCCCl)c1=O,0,.,-3,-1,5,.,3,.
C[C@H](CO)N1C[C@H](C)[C@@H](CN(C)C(=O)Oc2cccc3ccccc23)OCc2cn(nn2)CCCC1=O,9&2&3,0,11&6,1&-2&1,22&0,6&-5&-2,-8&16,-2&-4&18
O=C(COc1ccc2ccccc2c1)N1CCN(CC2CC3C=CC2C3)CC1 (configuration not stated),.,7,-3,.,.,36,.,3
CC1C(c2cccs2)=[N+]([O-])C(C)(C(=O)c2cccs2)N1O (configuration not stated),.,-3,-3,.,-10,.,-7,-2
CC(C)(C)n1nnnc1C(c1cccc2ccccc12)N1CCC2(CC1)C(=O)NCN2c1ccccc1 (configuration not stated),5,-1,-1,1,-35,-4,23,-16
CC(=O)NC1C(OC(=O)Cc2ccccc2)OC(COC(C)=O)C(OC(C)=O)C1OC(C)=O (configuration not stated),1,.,-14,0,4,-1,-16,.
COc1cc(OC)c(OC)cc1CNC(C)C(O)c1ccccc1 (configuration not stated),.,4,0,.,5,-15,.,2
COC(=O)C1=C(c2cc3ccccc3s2)C[C@@H]2CC[C@H]1N2C(=O)NCc1cccc2ccccc12,2,-2,10,0,-23,-23,1,3
N#CC1c2ccccc2-n2nncc2CN1C(=O)CCc1ccccc1 (configuration not stated),-4,1,0,-4,-15,4,-1,1
CCN(CC)P(=S)(c1c(C)nc2ccccn12)c1c(C)nc2ccccn12,3,.,3,0,18,3,6,1
COC(=O)C1=CO[C@@H](C)[C@@H]2CN(CCc3c[nH]c4ccccc34)CC[C@H]12,21,0,.,1,.,-4,9,0
O=c1c2ccccc2nc(CSc2ncnc3nc[nH]c23)n1-c1ccccc1Cl,.,1,20,.,.,14,.,2

More results follow.
SMILES,EWS-Fli inh,miR-122 sensor,FN deposition inh,CASP6 VEID inh,PAX8 inh HTS,PGC1a acetyl inh,LGR2 inh,Cneo AK release
C[C@H]1CN([C@@H](C)CO)C(=O)CCCn2nncc2CO[C@H]1CN(C)C(=O)Oc1ccccc1,4&-3&4,4,-8&-3,1&-3,0&0,-18&-1&-6,-11&8,1&-1&-3
Cc1cccc(S(=O)(=O)N2[C@@H]3Cn4c(ccc(-c5cccc(F)c5)c4=O)[C@H]2[C@@H](C(=O)O)[C@@H]3CO)c1,5,-7[16.7 µM],.,.,-6,.,21,.
COC(=O)C1=C(c2cc3ccccc3s2)C[C@@H]2CC[C@H]1N2C(=O)NC1CCCCC1,-12,.,-4,4,25,.,30,4
O=C1N(c2ccc(Cl)cc2)C(c2cccnc2)N2CCCN12 (configuration not stated),-24,.,7,-3,-24,.,-24,.
N#Cc1cc(F)c(N2CCNCC2)cc1Cl,.,5,-4,.,-2,6,.,-1
Nc1cnn(-c2ccccc2)c(=O)c1Cl,-10,-4,0,2,23,10,5,-6
CCn1c(O)c(C=Nc2ccc(N3CCOCC3)c(Br)c2)c(=O)n(CC)c1=S,.,-5,4,.,-17,-4,.,2
NC(=O)Nc1ccc(C(=O)OCC(=O)Nc2ccc(Cl)cc2C(=O)c2ccccc2)cc1,.,-4,.,.,.,1,11,1
CC(=NCc1cccnc1)c1c(O)n(Cc2ccccc2)c(=O)[nH]c1=O,.,4,-1,.,.,1,.,-1
O=C(O)[C@H]1[C@H](CO)[C@H]2Cn3c(cccc3=O)[C@@H]1N2C(=O)c1ccccc1,-1,.,.,-1,.,.,6,47
O=P1(Oc2ccccc2)C[C@@H](O)[C@@H](O)[C@H](COCc2ccccc2)O1 (some centres not stated),-19,-2,6,7,8,9,13,-3
CCN(CC(=O)Nc1ccc(C#N)c(Cl)c1)CC(=O)NC1CCS(=O)(=O)C1 (configuration not stated),6,5,3,-1,-3,-4,4,.
CN1CCC(O)(c2ccccc2)C(C(=O)c2ccccc2)C1 (configuration not stated),.,-3,-26,.,.,10,.,2
CSc1ccc(CN2CCN(c3ccccc3C)CC2)cc1,-3,-4,-4,0,-2,0,0,2
CC1=CC2OC3CC4OC(=O)C=CC=CC(C(C)O)OCC(O)C(C)CC(=O)OCC2(CC1O)C4(C)C31CO1 (configuration not stated),51*,-1,8,0,.,81*,107*,.
O=C(CCN1CCOCC1)Nc1ccc(Br)cc1C(=O)c1ccccc1,-6,2,-1,17,3,1,5,-3
COc1ccc(-c2nn(CCC#N)cc2C(=O)Nc2ccc(C(C)=O)cc2)cc1[N+](=O)[O-],13,-4,3,-2,-12,1,-3,0
O=C1CN=C(c2ccccc2Cl)c2cc(Br)ccc2N1,-2,.,0,0,10,.,-16,.
CCC(=O)CC(c1ccc([N+](=O)[O-])cc1)c1c(O)c2ccccc2oc1=O (configuration not stated),.,4,-1,.,-7,1,.,1
N=c1ccccn1Cc1ccccc1,-12,8,3,-1,10,.,15,.
CCn1c(O)c(/C(C)=N/N2CCCCC2c2cccnc2)c(=O)[nH]c1=S (configuration not stated),.,-2,13,.,1,3,-10,-3
N#CC(CCN1CCOCC1)(c1ccccc1)c1ccccc1,13,-6,-11,11,-11,-7,18,-1
CCOC(=O)C1CCCN(c2ccc([N+](=O)[O-])c3nonc23)C1 (configuration not stated),-34,.,-16,-103,-1,.,19,.
COc1ccc(C2=NCC(=S)Nc3ccc(Cl)cc32)cc1Cl,4,.,-2,2,-11,-6,-10,.
OC(CN1CCC(c2c[nH]c3ccccc23)CC1)C(F)(F)F (configuration not stated),8,-12,-1,-1,-2,-3,10,-2

Some values from above:
`O=C1CN=C(c2ccccc2Cl)c2cc(Br)ccc2N1` | CASP6 VEID inh: 0
`N#Cc1cc(F)c(N2CCNCC2)cc1Cl` | Cneo AK release: -1

Fetched one by one from above:
SMILES,EWS-Fli inh,miR-122 sensor,FN deposition inh,CASP6 VEID inh,PAX8 inh HTS,PGC1a acetyl inh,LGR2 inh,Cneo AK release
C[C@H]1CN([C@@H](C)CO)C(=O)CCCn2nncc2CO[C@H]1CN(C)C(=O)Oc1ccccc1,4&-3&4,4,-8&-3,1&-3,0&0,-18&-1&-6,-11&8,1&-1&-3
O=C(CCN1CCOCC1)Nc1ccc(Br)cc1C(=O)c1ccccc1,-6,2,-1,17,3,1,5,-3
COc1ccc(-c2nn(CCC#N)cc2C(=O)Nc2ccc(C(C)=O)cc2)cc1[N+](=O)[O-],13,-4,3,-2,-12,1,-3,0
COC(=O)C1=C(c2cc3ccccc3s2)C[C@@H]2CC[C@H]1N2C(=O)NC1CCCCC1,-12,.,-4,4,25,.,30,4

Additional compounds follow:
SMILES,EWS-Fli inh,miR-122 sensor,FN deposition inh,CASP6 VEID inh,PAX8 inh HTS,PGC1a acetyl inh,LGR2 inh,Cneo AK release
CC=Cc1ccc2n(c1=O)C[C@H]1[C@H](CO)[C@@H](C(=O)OC)[C@@H]2N1C(=O)CC (mixture of isomers),-5,.,.,0,.,.,-2,-3
COc1c2c(cc3c1OCO3)CCN(C)C2,-16,1,-5,2,-1,.,1,-2
C[N+]1(C)C2CCC1CC(OC(=O)c1ccco1)C2 (configuration not stated),-1,-5,7,3,7,-5,4,-1
COC(=O)C1=C(c2c(C)noc2C)C[C@@H]2CC[C@H]1N2C(=O)N1CCC(O)(c2ccc(Cl)cc2)CC1,6,-8,7,0,11,12,-14,-2
COc1ccccc1-n1c(O)c(/C=N/NC(=S)Nc2ccccc2)c(=O)[nH]c1=S,-25,-8,-10,6,-19,-2,-7,-1
COc1cc(CN2CCN(c3cc(C)ccc3C)CC2)ccc1O,16,-2,.,1,.,-1,-9,-2
Cc1cc(=O)oc2c(C)c(OCC(=O)N3CCN(Cc4ccc5c(c4)OCO5)CC3)ccc12,.,-8,10,4,-2,6,-15,-4
CCN1C[C@@]2(COC)C3[C@@H](OC)[C@H]4[C@@H]1[C@@]3(C1C[C@H]3[C@H](O)C1[C@]4(O)C[C@H]3OC)[C@@H](OC)C[C@H]2O (some centres not stated),-2,1,.,-6,.,-3,1,-1
O=P1(Oc2ccccc2)CC=C[C@H](COCc2ccccc2)O1 (some centres not stated),-12,-5,-4,1,-23,.,-9,6
C=CCn1c(O)c(C(C)=Nc2ccc(C(=O)O)cc2)c(=O)[nH]c1=O,-9,-2,6,2,11,-2,-3,-1
c1ccc2c(c1)OCC(C1=NCCN1)O2 (configuration not stated),-7,-2,-1,1,20,-3,10,0
O=C(O)c1ccccc1-c1ccc(C=C2C(=O)N(c3ccccc3)C(=S)N(c3ccccc3)C2=O)o1,4,3,2,37*,7,.,-40,-3
C=CCn1c(O)c(C(C)=NCCN2CCCCC2)c(=O)[nH]c1=O,.,-11,-1,.,.,-3,.,5
CC(=NCCN(C)C)c1c(O)n(Cc2ccccc2)c(=O)[nH]c1=O,-4,.,-9,-3,-6,11,-13,.

An excerpt, so the mix of outcomes need not match the whole.
